S aureus QS inh: S. aureus quorum sensing inhibition; S. aureus RN6390 RNAIII-GFP reporter, AIP-induced, flow cytometry 3 h; inhibition, % at 2 µM; hit rate 0.3% among 24,000; AID 527;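 active = share of bacteria positive for the green fluorescent reporter and its mean brightness both inhibited by 50% or more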;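 also: 0% = AIP-stimulated control and 100% = unstimulated bacteria without AIP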
S aureus QS inh GFP MFI %: further read-out of S aureus QS inh, marked with its call; inhibition, %; measured here: inhibition of GFP MFI
Numbers without * were called inactive. A portion of the library; rates above refer to the full screens.

SMILES	S aureus QS inh	S aureus QS inh GFP MFI %
CN1CCC(=C2c3ccccc3CC(=O)c3sccc32)CC1	-1	2
CN(C)CCOC(=O)C(c1ccccc1)C1(O)CCCC1 (stereo unspecified)	1	8
CC(=O)O[C@@]12CO[C@@H]1C[C@H](O)[C@@]1(C)C(=O)[C@H](O)C3=C(C)[C@@H](OC(=O)[C@H](O)[C@@H](NC(=O)OC(C)(C)C)c4ccccc4)C[C@](O)([C@@H](OC(=O)c4ccccc4)[C@H]21)C3(C)C	-1	4
CCN(CC)CCOC(=O)C(c1ccccc1)c1ccccc1	-6	-12
O=C1CCc2cc(OCCCCc3nnnn3C3CCCCC3)ccc2N1	-3	-20

An excerpt from above in order of number of heavy atoms, ascending:
SMILES	S aureus QS inh	S aureus QS inh GFP MFI %
CN(C)CCOC(=O)C(c1ccccc1)C1(O)CCCC1 (stereo unspecified)	1	8
CN1CCC(=C2c3ccccc3CC(=O)c3sccc32)CC1	-1	2
CC(=O)O[C@@]12CO[C@@H]1C[C@H](O)[C@@]1(C)C(=O)[C@H](O)C3=C(C)[C@@H](OC(=O)[C@H](O)[C@@H](NC(=O)OC(C)(C)C)c4ccccc4)C[C@](O)([C@@H](OC(=O)c4ccccc4)[C@H]21)C3(C)C	-1	4

Assay outcomes deposited in PubChem BioAssay by NMMLSC.
